AHR activator: activators of human aryl hydrocarbon receptor; P35869; AHR-responsive luciferase reporter cells, luminescence; activation, % at 5 µM; 320,000 tested, 2.5% active; in the data active = activation above about 47%;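 also: 0% = vehicle wells and 100% = reference agonist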
EBNA-1 inhibitor: blocks EBNA-1 binding to DNA. EBNA-1 DNA binding, fluorescence polarization. inhibition, % at 14.8 µM. 300,000 tested, 0.34% active. AID 1950; in the data active = inhibition above about 28%
RPL19A-GFP yeast: alters RPL19A-GFP fluorescence in TOR pathway yeast screen. S. cerevisiae RPL19A-GFP strain, flow cytometry, 3 h; stronger effect = lower value. AID 2025. 330,000 tested, 0.3% active. percent response vs DMSO, % at 10 µM;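 active = percent response vs DMSO below 50%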;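 also: median channel GFP fluorescence of the barcoded RPL19A-GFP strain; ratio of sample median GFP to plate DMSO average so 100% = DMSO; lower means less RPL19A-GFP as with rapamycin TOR inhibition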
ZTA counter: blocks Epstein-Barr virus ZTA, an EBNA-1 counter-screen. P03206. ZTA-DNA binding, fluorescence polarization. inhibition, % at 11 µM. 320,000 tested, 0.15% active. AID 2234; in the data active = inhibition above about 33%
LAP4 TOR yeast: yeast TOR pathway LAP4-GFP modulation | S. cerevisiae LAP4-GFP multiplex, flow cytometry GFP, 3 h; median GFP as percent of DMSO wells | GFP response vs DMSO, % at 10 µM | 320,000 tested, 0.34% active;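 active = GFP response vs DMSO above a set limit, about the screen mean plus 3 SD, cut at about 150% in these data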
MEP2 TOR yeast: alters MEP2-GFP fluorescence in TOR pathway yeast screen. S. cerevisiae MEP2-GFP strain, flow cytometry GFP, 3 h; 100% = DMSO control level. GFP response vs DMSO, % at 10 µM. 330,000 tested, 0.51% active. AID 2016;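 active = GFP response versus DMSO above a set limit, roughly screen mean plus 3 SD, cut at about 180% in these data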;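 also: median GFP fluorescence of the barcode-gated MEP2-GFP cells per well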
proCasp3 act: activators of human procaspase-3; recombinant procaspase-3 D3A, Ac-DEVD-pNA absorbance 405 nm; activation, % at 8.5 µM; 330,000 tested, 0.11% active; AID 463141;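 active = activation above the mean of all tested compounds plus 3 SD, cut at about 21% in these data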;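 also: 0% = DMSO alone and 100% = DMSO wells spiked with extra 5 µM PC-3 D3A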
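Test system: Procaspase-3 D3A mutant, all three cleavage aspartates alanine | Dosing: Single dose, 8.5 µM nominal compound, 0.8% DMSO | Schedule: 1 h preincubation, 2 h reaction | Technique: 405 nm absorbance of p-nitroaniline, reads at 0 and 120 min | Repeats: One well per compound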
procasp7 counter: counter-screen for procaspase-3 activators: activators of human procaspase-7 | 330,000 tested, 0.093% active | activation, % at 8.5 µM | recombinant procaspase-7, Ac-DEVD-pNA absorbance 405 nm; D23A/D198A/D206A triple mutant, cannot self-cleave; scale: DMSO 0, 5 µM enzyme 100 | AID 463210;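 active = percent activation above the screen-wide mean plus 3 SD, cut at about 25% in these data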
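buffer or medium = Zinc-free HEPES/NaCl buffer, pH 7.4 | material = Procaspase-7 triple mutant (PC-7 D3A) | input = 2 µM procaspase-7 mutant as dispensed | signal = Epi-absorbance of released pNA at 405 nm, two timepoints | timing = 1 h preincubation, 2 h reaction | replicates = singlicate compound testing | evaluation = % activation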
* hit, by the source's call; . = no result given.

SMILES	AHR activator	EBNA-1 inhibitor	RPL19A-GFP yeast	ZTA counter	LAP4 TOR yeast	MEP2 TOR yeast	proCasp3 act	procasp7 counter
O=C1c2ccccc2CN1CCNS(=O)(=O)c1ccc2ccccc2c1	0	0	100	1	96	105	5	-1
O=C(c1ccc[nH]c1=S)N1CCN(S(=O)(=O)c2ccc(Br)cc2Cl)CC1	-1	-6	103	-1	97	99	-7	-14
C/C(=N\NC(=O)CCc1ccccc1)C1C(=O)c2ccccc2C1=O	11	3	100	3	92	105	3	2
CC(=O)Nc1ccc(C(=O)NNS(=O)(=O)c2ccc(C)cc2)cc1	0	-19	108	1	99	105	5	-2
COc1ccc(C(=O)OCCN=C2NS(=O)(=O)c3ccccc32)cc1OC	2	-1	95	-16	93	94	1	1
CCOc1ccc(C2/C(=C(/O)c3ccc4c(c3)CC(C)O4)C(=O)C(=O)N2CCCn2ccnc2)cc1OCC (stereo not given)	0	-13	100	4	91	102	-25	-81
Cc1nc(N2CCN(C(=O)c3ccco3)CC2)nc2c1C(=O)CCC2	-4	-2	111	-9	102	105	-3	-1
Cc1ccc(CN2CC(C(=O)NC3CCCC(C)C3C)CC2=O)cc1 (stereo not given)	-1	.	104	7	116	105	4	1
CCN1C(=O)N[C@@H](CCc2ccccc2)[C@H](C(C)=O)[C@H]1C	0	-11	.	9	.	.	-5	2
CCOC(=O)C1CCCN(C(=O)CNC(=O)Cn2ccc3ccccc3c2=O)C1 (stereo not given)	3	3	100	5	105	105	3	17
Cc1ccc(-c2nnn(CC(=O)NCCc3ccc4c(c3)OCO4)n2)cc1	-3	44*	94	6	101	95	5	12
Cc1oc(-c2ccccc2Cl)nc1CN1CCCN(C(=O)c2ccco2)CC1	4	-2	105	-15	97	107	-4	-3
COc1ccc(NS(=O)(=O)c2ccc3oc(=S)[nH]c3c2)cc1	2	-10	102	-1	100	104	-1	-30
CCOC(=O)CNC(=O)N1CCC(CCOc2ccccc2)(C(=O)OCC)CC1	1	-4	98	-11	97	120	-6	0
Cc1ccccc1N=Nc1ccc(O)c2ncccc12	3	-3	97	5	178*	103	0	2
CCN(CC)S(=O)(=O)c1ccc(C(=O)NCc2cccs2)cc1	-2	4	96	2	111	107	5	5
O=C(O)c1ccc(Nc2nc3ccc(Cl)cc3[nH]2)cc1	6	-2	94	-1	105	90	-8	-9
CCCn1cc(S(=O)(=O)c2ccc(OC)cc2)c(=O)c2cc(OCC)ccc21	-6	1	101	15	109	104	7	9
Cc1cc(S(=O)(=O)NCCC2=CCCCC2)ccc1Br	0	8	95	-1	97	98	2	-4
O=[N+]([O-])c1ccc2c(c1)C(N1CCOCC1)/C(=C/COc1ccc(Cl)cc1Cl)O2 (stereo not given)	1	1	98	1	109	105	4	2
CCN(CC(=O)Nc1ccc2c(c1)OCCO2)C(=O)c1cc(Cl)nc2ccccc12	6	.	99	-3	106	105	2	-8
CCOC(=O)C1CCCN(C(=O)CCc2ccccc2)C1 (stereo not given)	-4	-9	103	-10	101	103	-1	1
O=C(CSC(=S)N1CCOCC1)Nc1nc(-c2ccccc2)c(-c2ccccc2)o1	4	5	101	9	105	104	-1	6
Cc1cc(C)nc(-n2ncc3c2CC(c2ccc(F)cc2)CC3=O)n1 (stereo not given)	13	-10	97	0	93	90	0	-6
O=C(Nc1nc2ccccc2s1)c1ccc(F)cc1	19	-3	96	-4	99	99	-1	3

The final 2 entries of the section before are carried over, then new ones follow.
SMILES	AHR activator	EBNA-1 inhibitor	RPL19A-GFP yeast	ZTA counter	LAP4 TOR yeast	MEP2 TOR yeast	proCasp3 act	procasp7 counter
Cc1cc(C)nc(-n2ncc3c2CC(c2ccc(F)cc2)CC3=O)n1 (stereo not given)	13	-10	97	0	93	90	0	-6
O=C(Nc1nc2ccccc2s1)c1ccc(F)cc1	19	-3	96	-4	99	99	-1	3
Cc1cccc(OCC(=O)N(Cc2ccc(C)o2)C2CCS(=O)(=O)C2)c1 (stereo not given)	7	-22	111	-6	105	112	-2	-11
N#Cc1ccc(COC(=O)c2cc(=O)c3ccccc3o2)cc1	2	-9	105	1	105	108	-7	3
Clc1cccc(CNCCCSc2ncccn2)c1Cl	0	-2	101	2	90	99	5	-8
Cc1ccc(S(=O)(=O)N(CCO)Cc2ccccc2)cc1	2	-8	108	10	95	110	-4	-2
Fc1ccc(C(CCNCc2cccs2)c2ccco2)cc1 (stereo not given)	4	-2	101	-8	102	100	2	7
COc1ccnc(-n2cccc2C#N)c1C#N	-3	-6	85	-2	86	89	-3	6
COC(=O)CSc1nnc2c3c4c(sc3nc(-n3nc(C)cc3C)n12)COC(C)(C)C4	4	2	99	-22	96	91	-1	8
N#Cc1ccc(N/N=C/c2ccccc2)c([N+](=O)[O-])c1	5	3	103	-4	99	106	2	-5
CCC1(C)Cc2nc3[nH]c(=S)n(-c4ccc(C)cc4)c(=O)c3cc2CO1 (stereo not given)	-1	11	114	-6	110	106	6	3
CCC(=O)c1cc2c(cc1NC(=O)C(C)C)OCCO2	5	-3	97	-3	101	102	6	6
CN(C)S(=O)(=O)n1cc(/C=C(\NC(=O)c2ccccc2Cl)C(=O)NCCCn2ccnc2)c2ccccc21	2	5	107	-8	93	109	-3	3
CCOc1cc2nc(-c3ccc(OC)c(OC)c3)nc(N3CC(C)OC(C)C3)c2cc1OC (stereo not given)	83*	0	108	3	104	107	8	0
CCCCCC(=O)N/N=C/c1ccccc1[N+](=O)[O-]	35	3	99	-8	102	98	-5	-7
Cc1ccc(Oc2ccc(C(F)(F)F)cc2[N+](=O)[O-])c([N+](=O)[O-])n1	33	6	94	1	109	93	3	2
COc1ccccc1-n1c(C)nnc1SCC(=O)Nc1cc(C)cc(C)c1	8	6	107	-9	92	109	-6	-3
CCOC(=O)c1c(-c2ccccc2)csc1/N=C/C1C(=O)CCCC1=O	3	0	106	-2	94	114	-20	-5
CC1(C)CC(=O)C(C=NCCN2CCN(CC(=O)Nc3ccc(Cl)cc3)CC2)=C(O)C1	2	1	99	-8	115	96	10	13
CCC(=O)N1CCc2cc(Br)cc(S(=O)(=O)CCC(=O)NCCOC)c21	-6	5	99	12	96	101	6	16
CN1CC2(C)CN(C(c3ccccc3)c3ccccc3)CC(C)(C1)C2O (stereo not given)	1	-4	97	8	97	109	7	-2
CC(=O)Nc1nc2ccc(-c3nc4ccccc4o3)cc2s1	29	-2	95	4	130	100	-4	3
CCOc1cc(NC(=S)NCC(C)C)c(OCC)cc1NC(=O)c1cccs1	4	5	98	-20	86	94	9	-5
COc1ccc(CCNC(=O)CSc2nc(N)c(C#N)c(-c3cccs3)c2C#N)cc1OC	0	5	112	-5	111	95	0	2
CCCCCCC[C@@H](C/C=C/CCC(=O)N(C)C/C(=C/Cl)C/C(=C\C(=O)N1C[C@H](O)CC1=O)OC)OC	-1	.	100	.	99	101	7	-2
CC(C)CC(=O)N1CCC(O)(CS(=O)(=O)Cc2ccccc2Cl)CC1	-3	-8	102	-6	103	105	-1	3
CC1(C(=O)O)CCC(C(=O)Nc2ccc(F)cc2)C1(C)C (stereo not given)	0	2	99	1	107	99	2	1

Complete entries, quoted from the list:
Cc1ccc(-c2nnn(CC(=O)NCCc3ccc4c(c3)OCO4)n2)cc1 is listed with AHR activator = -3; EBNA-1 inhibitor = 44*; RPL19A-GFP yeast = 94; ZTA counter = 6; LAP4 TOR yeast = 101; MEP2 TOR yeast = 95; proCasp3 act = 5; procasp7 counter = 12
COc1ccc(CCNC(=O)CSc2nc(N)c(C#N)c(-c3cccs3)c2C#N)cc1OC is listed with AHR activator = 0; EBNA-1 inhibitor = 5; RPL19A-GFP yeast = 112; ZTA counter = -5; LAP4 TOR yeast = 111; MEP2 TOR yeast = 95; proCasp3 act = 0; procasp7 counter = 2

(listing goes on)
SMILES	AHR activator	EBNA-1 inhibitor	RPL19A-GFP yeast	ZTA counter	LAP4 TOR yeast	MEP2 TOR yeast	proCasp3 act	procasp7 counter
CCNc1ccc(Br)cc(C(=O)/C=C/c2ccc(Cl)cc2Cl)c1=O	10	9	98	19	101	100	-2	-9
O=C(c1cnn2c(C(F)F)cc(-c3ccccc3)nc12)N1CCc2ccccc21	5	-5	107	-16	100	107	-4	-3
O=c1c2ccccc2nnn1-c1ccc(Br)cc1	117*	6	105	5	101	97	4	10
CCOc1ccc(NC(=O)CC2C(=O)N(c3ccccc3)C(=O)N2Cc2ccco2)cc1 (stereo not given)	1	-3	103	5	98	101	-6	4
COCCNC(=O)CN1CCC(NC(=O)Nc2ccc(C(F)(F)F)cc2)CC1	-1	1	95	1	80	88	-6	15
CCCn1c(N)c(N2CCCCC2)c(=O)n(CC(=O)Nc2cccc(S(=O)(=O)N(C)C)c2)c1=O	0	.	99	.	97	95	8	3
CCN1CCN(C(=O)c2cc(S(=O)(=O)Nc3ccc(S(C)(=O)=O)cc3)ccc2Cl)CC1	3	-7	102	17	106	94	4	-7
COc1cnc(-c2ccccc2)c(-c2ccccc2)n1	-2	-1	93	-2	99	89	1	2
CN(C)CCC(Oc1ccccc1OCc1ccccc1)c1ccccc1 (stereo not given)	2	1	102	3	115	98	-11	-2
c1ccc2[nH]c(SCCN3CCOCC3)nc2c1	2	5	97	2	87	89	6	-10
CC(C)(C)NC(=S)NNC(=O)c1ccccc1Cl	3	-7	105	-3	102	106	1	-5
CCCOC(=O)c1ccc(NC(=O)c2ccc(Br)o2)cc1	1	6	98	4	104	99	1	7
CCOC(=O)c1cc(-c2ccccc2)n(CCC(=O)N2CCN(c3ccccc3OC)CC2)c1C	1	4	104	-1	105	102	9	-3
CC(NC(=O)CSc1nc2ccccc2n1CCC#N)c1ccc(F)cc1 (stereo not given)	3	9	99	-1	99	98	0	-2
COc1ccc(C(=O)Oc2cc(C)[nH]c(=O)c2[N+](=O)[O-])c(OC)c1	-3	11	101	15	101	102	-8	12
Cc1ccc(C)c(NC(=O)CN(C)C(=O)c2cc(C3CC3)nn2-c2ccccc2)c1	8	.	100	.	101	105	6	0
Cc1ccc(-n2nc3c(=O)n(CCCC(=O)N4CCCCC4)nc(C)c3c2C)cc1	1	4	101	11	108	98	-4	5
CO/N=C/Cc1c([N+](=O)[O-])c(C)nn1C	1	8	91	9	97	101	1	9
O=C(O)C(C(O)c1ccccc1)[n+]1ccccc1 (stereo not given)	2	10	110	16	105	100	7	5
O=C(Nc1ccccc1)c1ccncc1	2	-2	90	0	.	92	3	-4
O=C(c1cccc(NS(=O)(=O)c2cccc(C(F)(F)F)c2)c1)N1CCOCC1	-1	1	106	-4	86	100	-4	-6
CC(C(=O)NCc1ccc(F)cc1)n1ccc2cc(S(=O)(=O)N3CCCC3)ccc21 (stereo not given)	1	0	104	9	108	106	-4	5
Cn1c(CNC(=O)CCNC(=O)c2ccccc2)cc(=O)n(C)c1=O	3	6	98	11	97	107	6	-2
CN(C#N)c1nccc(-c2cccs2)n1	-10	2	105	-3	88	101	7	-10
COc1cc2oc(=O)ccc2cc1-c1c(OC)ccc2ccc(=O)oc12	2	.	100	.	91	96	0	-3
CCN(CC(=O)Nc1c(F)cccc1F)C(=O)C1=COCCO1	2	4	99	-13	119	96	-6	4
CC1=CC(C)(C)Nc2ccc(Cc3ccc4c(c3)C(C)=CC(C)(C)N4)cc21	8	-9	102	0	98	113	4	-3
CCOCCCNc1ccc(-c2ccccc2)nn1	0	2	103	-3	103	105	6	7
Cc1ccc2[nH]c3c(c2c1)CNCC3	1	6	107	-7	95	108	10	9
CCOC(=O)c1c(C)[nH]c(C)c1S(=O)(=O)NCc1ccc(OCC)cc1	6	1	98	4	103	140	6	-2
